Source: PubChem (Broad Institute)
E-selectin induc: induces E-selectin expression in human endothelial cells. HUVEC E-selectin immunofluorescence imaging; normalized: neutral wells 0, TNF-alpha wells 100. P16581. activation, % at 7.58 µM. AID 686992. 260,000 compounds, 0.37% hits;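 active means mean E-selectin-positive cell signal at least 10% of the positive control, reached in at least 60% of replicates, without over 20% cell loss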;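 further: in these data hits start at about 27%; measured in HUVEC primary endothelial cells; signal is the percent of cells scored E-selectin positive by PE staining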
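Read-out basis: % PE-positive cells; Test system: HUVEC primary endothelial cells; Technique: immunofluorescence imaging; Dosing: single-point compound dose.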
esBAF inh: SWI/SNF esBAF complex inhibition; reporter increase, % at 12.5 µM; 350,000 compounds, 2% hits; mouse ES cells, Bmi1-luciferase knock-in reporter, 24 h; 100% = twice the neutral-well signal; in the data active means activation above about 40%;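 further: 0% = median of the plate's neutral control wells and 100% = double that signal; a rise in the Bmi1 reporter signal indicates esBAF inhibition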
RAD52 anneal inh: blocks human RAD52 DNA annealing; 360,000 compounds, 0.46% hits; inhibition, % at 18.7 µM; recombinant RAD52 DNA annealing, FRET fluorescence; P43351;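 active means every replicate showing at least 50% inhibition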
ERAP1 inh: ERAP1 (human) enzyme inhibition. recombinant ERAP1, Leu-AMC fluorescence, 60 min. inhibition, % at 10.7 µM. AID 652197. 340,000 compounds, 0.15% hits;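 active means mean replicate inhibition of at least 30%, or all replicates individually reaching that 30% level; inactive means mean below 30% and not every replicate reaching it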;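 further: 0% = neutral control wells and 100% = L-leucinethiol positive control wells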
ERp5 inh: ERp5 (human) disulfide isomerase inhibition; Q15084; ERp5 insulin aggregation, absorbance 650 nm, 90 min; inhibition, % at 9.99 µM; 350,000 compounds, 0.05% hits; AID 651711;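 active means mean replicate inhibition above about 25%, with every replicate also reaching it, limit read from the data, passing the limit was not always enough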
S100A4 MyoIIA: blocks human S100A4 binding to myosin IIA peptide. AID 652163. S100A4/TAMRA-MyoIIA peptide fluorescence polarization. P26447. inhibition, % at 10.7 µM. 360,000 compounds, 0.14% hits;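 active means mean inhibition of at least 70% across replicates, with every replicate also reaching that level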
Target sequence (P26447 whole entry, looked up): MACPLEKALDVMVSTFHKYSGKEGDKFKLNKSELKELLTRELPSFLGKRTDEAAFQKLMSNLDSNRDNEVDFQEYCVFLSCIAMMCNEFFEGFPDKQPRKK
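Material: human S100A4 monomer with TAMRA-labelled myosin IIA peptide; buffer or medium: HEPES pH 7.2 with CaCl2, KCl, NaCl, DTT, Triton; compound dosing: one concentration per compound; schedule: 5 min incubation before reading; benchmarks: neutral control DMSO, positive control TFP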
XiGFP reactiv: X-chromosome reactivation activator; XiGFP mouse fibroblasts, % GFP-positive cells imaging, 3 d; cells co-treated with 5-aza-dC sensitizer; scaled so ellipticine positive control = 100%; activation, % at 7.58 µM; 360,000 compounds, 0.055% hits; AID 743238;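 active means mean normalized replicate activation at least 10% and every replicate at or above 10%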;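 further: 0% = median of on-plate neutral control wells and 100% = ellipticine 6 µM median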
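Material: SV40-immortalized XiGFP fibroblast cells, line 68-5-11 | Buffer or medium: DMEM containing 5-aza-dC | Dosing: One concentration, pinned | Times: 3 d treatment, 15 min room-temperature fixation | Controls: Ellipticine 6 µM positive control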
RAD54 inh: blocks human RAD54 Holliday junction branch migration; FAM/BHQ fluorescence; Q92698; 360,000 compounds, 0.14% hits; inhibition, % at 10.4 µM;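 active means mean normalized replicate activity at least 40 and at least half of replicates scoring 40 or more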;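 further: 0% = median of neutral control wells and 100% = median of positive control wells; inhibitors cause a drop in the FAM fluorescence signal; in these data hits start at about 50%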
Target sequence (Q92698 whole entry, looked up): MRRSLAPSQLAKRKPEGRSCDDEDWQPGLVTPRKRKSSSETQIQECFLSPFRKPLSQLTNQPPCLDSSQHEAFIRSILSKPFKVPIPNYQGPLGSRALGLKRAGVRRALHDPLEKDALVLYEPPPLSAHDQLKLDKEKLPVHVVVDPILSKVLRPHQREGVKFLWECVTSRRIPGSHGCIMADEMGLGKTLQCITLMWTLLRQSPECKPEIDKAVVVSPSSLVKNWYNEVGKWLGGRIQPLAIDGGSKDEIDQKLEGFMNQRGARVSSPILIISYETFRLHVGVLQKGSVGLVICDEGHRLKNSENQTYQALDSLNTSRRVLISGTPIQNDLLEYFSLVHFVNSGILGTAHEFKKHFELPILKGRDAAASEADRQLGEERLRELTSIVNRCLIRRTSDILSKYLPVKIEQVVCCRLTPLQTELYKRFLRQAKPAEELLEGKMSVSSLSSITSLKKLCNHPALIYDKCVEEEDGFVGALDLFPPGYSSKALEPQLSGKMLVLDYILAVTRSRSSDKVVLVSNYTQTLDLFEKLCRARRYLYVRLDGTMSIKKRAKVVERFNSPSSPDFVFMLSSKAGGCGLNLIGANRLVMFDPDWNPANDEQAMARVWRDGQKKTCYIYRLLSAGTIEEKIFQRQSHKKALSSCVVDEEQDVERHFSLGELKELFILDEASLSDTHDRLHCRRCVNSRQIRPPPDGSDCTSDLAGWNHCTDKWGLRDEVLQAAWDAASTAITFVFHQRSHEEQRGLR
* hit, by the source's call; x = not tested or not shown. Outcome played no part in choosing rows. About 2.5% of those tested had a hit in this group.

SMILES | E-selectin induc | esBAF inh | RAD52 anneal inh | ERAP1 inh | ERp5 inh | S100A4 MyoIIA | XiGFP reactiv | RAD54 inh
CC(C)NC(=O)NC(=O)COC(=O)c1ccc(S(=O)(=O)Nc2ccccc2)cc1 | 1.1 | -4 | -4 | 1 | 9 | 1 | -0.1 | x
C/C=C(\C)C(=O)OC1CC(C)(C)C[C@H]2C3=CC[C@@H]4[C@@]5(C)CCC(O[C@@H]6O[C@@H](C(=O)O)[C@@H](O)C(O[C@@H]7OC[C@H](O)[C@@H](O)[C@@H]7O[C@@H]7OC(CO)C(O)[C@@H](O)[C@@H]7O)C6O[C@@H]6OC(CO)C(O)C(O)C6O)[C@@](C)(CO)[C@@H]5CC[C@]4(C)[C@]3(C)CC(O)[C@@]12CO (stereo partly specified) | -0.2 | -1 | -18 | -15 | -3 | -6 | 0.0 | -19
COC(=O)c1cc2c(c3c4cc(C)ccc4n(S(=O)(=O)c4ccc(OC)cc4)c13)C(=O)N(Cc1ccccc1)C2 | 0.3 | x | -26 | -3 | 2 | -9 | 0.2 | x
CC(=O)N1CCOc2ccc(S(=O)(=O)NC[C@H]3O[C@@H](n4ccc(N)nc4=O)[C@H](O)[C@@H]3O)cc21 | 0.0 | -9 | -12 | -5 | 5 | 8 | 0.7 | 1
Oc1cc2c(cc1O)[C@@H](c1ccccc1)CNCC2 | 0.8 | 0 | -4 | -3 | -10 | -1 | 0.0 | 6
O=C(NNC(=S)Nc1ccc(Cl)c(Cl)c1)c1ccccn1 | x | x | -30 | 1 | 5 | -10 | 0.1 | x
COc1ccc(Cl)cc1NC(=O)Cn1c(NCCO)nc2ccccc21 | 3.2 | -6 | -20 | -5 | -5 | -18 | 0.0 | -2
COc1ccc(C(=O)NNC(=O)CSc2nc3c(c(=O)n(C)c(=O)n3C)n2C)cc1 | x | x | 1 | 0 | -1 | -3 | 0.1 | x
O=C(N/N=C/c1ccc[nH]1)c1ccncc1 | -4.9 | -2 | -4 | 0 | -10 | -5 | 0.0 | -4
CNC(=O)CO/N=C/c1ccc(N(C)C)cc1 | 2.2 | x | -13 | 8 | 7 | 2 | -0.4 | x
C[C@@H]1CN([C@@H](C)CO)C(=O)c2cccc(NS(=O)(=O)c3cn(C)cn3)c2O[C@@H]1CN(C)C(=O)Nc1ccccc1 | 0.1 | -4 | -3 | 1 | -7 | -7 | 0.0 | -6
Cc1ccc2nc(Nc3ccc(F)cc3)c3nncn3c2c1 | 0.1 | 6 | -8 | 2 | -1 | 1 | 0.1 | 4
COc1ccc(NC(=O)Cn2c(=O)oc3cc(Cl)ccc32)c(OC)c1 | -0.1 | 2 | -12 | 4 | 0 | -1 | -0.1 | -17
COc1ccc(C#Cc2cccc(-c3nc(C(=O)O)cc4c3[C@H](CCO)N(S(=O)C(C)(C)C)C4)c2)cc1OC (stereo partly specified) | 0.0 | 10 | -70 | -8 | -5 | 29 | 0.1 | -7
COc1ccc(NC(=O)Nc2ccc3c(c2)C(=O)N([C@H](C)CO)C[C@H](C)[C@H](CN(C)S(=O)(=O)c2cn(C)cn2)O3)cc1 | 0.2 | 3 | 9 | 0 | -1 | -1 | -0.3 | 4
O=C(NNS(=O)(=O)c1ccc([N+](=O)[O-])cc1)c1ccc2ccccc2c1O | -0.3 | 6 | -17 | 6 | 2 | 0 | 0.0 | -1
COc1ccc(-n2c(C)c3c(C)nnc(C)c3c2C)cc1OC | -0.1 | 3 | 0 | -2 | 4 | -14 | -0.1 | 8
N#CCCC1CCCC=C1N(Cc1ccccc1)C(=O)C(Cl)Cl (stereo unspecified) | 0.3 | x | -18 | 1 | 6 | -6 | -0.1 | 5
Cc1cccc2sc(N(CCCN(C)C)C(=O)c3ccc(Cl)s3)nc12 | x | -7 | 57* | 8 | 1 | 1 | -0.1 | 10
C[C@@H]1CN([C@@H](C)CO)C(=O)c2cc(NC(=O)Nc3ccc(C(F)(F)F)cc3)ccc2O[C@@H]1CN(C)Cc1ccc(-c2ccccc2)cc1 | 0.2 | -2 | 3 | 2 | -6 | -4 | -1.2 | -6
Cc1ccc(S(=O)(=O)N(C)C)cc1NC(=O)COC(=O)c1ccc2c(=O)n3c(nc2c1)CCC3 | x | 7 | -2 | 3 | 6 | 4 | 0.0 | x
C[C@@H]1CCCCO[C@@H](CN(C)C(=O)C2CCCCC2)[C@H](C)CN([C@H](C)CO)C(=O)c2cc(NC(=O)c3ccncc3)ccc2O1 | 0.0 | 6 | -2 | 1 | -1 | -2 | -1.1 | -4
CCCCCCCCN=C1NC(=O)CS1 | x | x | -15 | 0 | 6 | -1 | x | x
COc1cccc(-c2ccc3n(c2=O)C[C@@H]2[C@@H](CO)[C@H](C(=O)N(C)C)N(C(=O)C4CCC4)[C@H]32)c1 | 0.4 | -3 | 10 | 3 | -6 | -51 | 0.1 | -8
C[C@@H]1CN([C@@H](C)CO)C(=O)c2cccc(NS(=O)(=O)c3cccs3)c2O[C@@H]1CN(C)C(=O)Nc1ccc2c(c1)OCO2 | -14 | 1 | 13 | 2 | -5 | -7 | 0.1 | 1
SMILES | E-selectin induc | esBAF inh | RAD52 anneal inh | ERAP1 inh | ERp5 inh | S100A4 MyoIIA | XiGFP reactiv | RAD54 inh
Cc1ccc(CCNC(=O)CCSCc2ccc(Cl)cc2)cc1 | x | x | 3 | 2 | -5 | 11 | 0.0 | x
O=C(NCCCN1CCOCC1)c1cc(Cl)ccc1Cl | x | 0 | -3 | 0 | 0 | 8 | 0.1 | 0
Cn1c(O)c(N=NC(=O)c2ccccc2O)c2ccccc21 | x | 18 | -5 | 11 | -4 | -1 | 0.1 | x
Cc1cc(C)c2c(CC(=O)NNC(=O)c3ccccc3)coc2c1 | 0.1 | 1 | -10 | -3 | -15 | 5 | 0.0 | 4
Cc1cc(/C(N)=N/OC(=O)c2ccccc2Cl)no1 | 0.5 | x | 2 | 1 | 4 | -2 | 0.0 | -11
CCOc1ccc(CN2CCN(Cc3ccon3)CC2CCO)cc1 (stereo unspecified) | x | 1 | -12 | 2 | -5 | -3 | 0.0 | -3
COc1ccccc1N1CCN(CC(=O)Nc2ccnn2C2CCCC2)CC1 | -0.1 | -18 | -1 | 1 | 1 | -6 | -0.1 | 4
C[C@@H]1CN([C@@H](C)CO)S(=O)(=O)c2ccc(-c3ccccc3)cc2O[C@H]1CN(C)Cc1cccc(F)c1 | -0.3 | -13 | 22 | -4 | 0 | 143* | 0.2 | 0
C[C@@H]1CN([C@H](C)CO)C(=O)c2cc(NC(=O)c3ccncc3)ccc2O[C@@H]1CN(C)Cc1ccccc1 | 0.0 | -5 | 6 | -1 | -4 | 4 | 0.0 | -2
O=C(c1cnc2ccccc2n1)N1CCN(c2ccc(C(F)(F)F)cn2)CC1 | x | x | -17 | -2 | -5 | -2 | 0.1 | x
Cc1ccc(O)c(N=Nc2ccccc2)n1 | -0.3 | 63* | -5 | -2 | 2 | 3 | 0.3 | 3
COc1ccc(-n2c(Cc3cccn3C)nnc2SCC(=O)Nc2ccc(C(C)=O)cc2)cc1 | -0.1 | -1 | -13 | 2 | -4 | -31 | 0.3 | -5
COc1cc(/C=N/Nc2nc3c(c(=O)n(C)c(=O)n3C)n2Cc2ccccc2)ccc1OC(=O)c1ccco1 | x | x | -3 | 3 | 1 | 6 | 0.0 | -1
Cc1ccc(S(=O)(=O)N(C)C[C@H]2Oc3c(NS(=O)(=O)c4ccccc4)cccc3C(=O)N([C@@H](C)CO)C[C@@H]2C)cc1 | -0.1 | 7 | 1 | 0 | -10 | 21 | 0.3 | 2
CC(O)CNc1nc2sc3c(c2c(=O)n1Cc1ccco1)CCCCC3 (stereo unspecified) | 11 | 33 | -7 | 0 | 3 | 3 | 0.4 | x
Cc1ccccc1N1CCN(C(=O)c2cc(-c3ccccc3)nc3c2cnn3C(C)C)CC1 | -0.1 | 1 | -62 | -4 | -1 | -1 | -0.1 | -7
CCCC1NC(=O)c2cc3ccccc3cc2-n2c1nc1ccc(F)cc1c2=O (stereo unspecified) | 0.1 | 7 | -11 | 4 | 0 | -1 | 0.0 | -9
CN(C)C(=O)c1cc2c(c(-c3cccc(-c4ccccc4F)c3)n1)[C@@H](CCO)N(S(C)(=O)=O)C2 | 1.2 | x | 1 | -8 | -1 | 7 | 0.2 | x
CC1(OC(=O)C2CCCC2)C(=O)C=C2C=C(c3ccsc3)N(C3CC3)C=C2C1=O (stereo unspecified) | 0.5 | 10 | -34 | 6 | -1 | 7 | 0.0 | -2
O=C(CS(=O)(=O)c1ccc(F)cc1)Nc1nnc(-c2ccccc2Cl)o1 | 1.6 | x | -33 | -3 | -7 | -39 | 0.0 | 2
COCC(=O)Nc1ccc2c(c1)C(=O)N(C)[C@@H]1CC[C@@H](CC(=O)NCc3ccccc3F)O[C@@H]1CO2 | 0.0 | 1 | 4 | -2 | 7 | 0 | 0.5 | 0
CC(C)(C)NC(=O)c1ccc2c(c1)N(CC(=O)NC1CCCC1)C(=O)C(C)(C)O2 | x | -6 | -1 | 2 | 4 | -2 | 0.2 | 1
Cc1nc(SCC(=O)NCc2ccco2)[nH]c(=O)c1C | x | -1 | -22 | -4 | -2 | 2 | x | 4
CO[C@@H]1CN(C)C(=O)c2ccc(NC(=O)c3ccc4c(c3)OCO4)cc2OC[C@H](C)N(CC2CC2)C[C@H]1C | 0.2 | -1 | -12 | 1 | -1 | -16 | -0.1 | 3
Cc1noc(C)c1S(=O)(=O)N(C)C[C@@H]1OCCCC[C@H](C)Oc2ccc(NC(=O)C3CCCCC3)cc2C(=O)N([C@H](C)CO)C[C@H]1C | 0.2 | 3 | -36 | -2 | -15 | 111* | -0.9 | -2
Cc1cc(C(=O)NNC(=O)C(C)(C)Oc2ccc(Cl)cc2)c(C)o1 | 3.7 | 5 | -25 | -1 | x | -2 | 0.0 | 6
COc1ccc(S(=O)(=O)N[C@H]2CC[C@@H](CC(=O)N3CCc4ccccc4C3)O[C@H]2CO)cc1 | 3.1 | 2 | -4 | -1 | -2 | 19 | 0.5 | -10
COc1cc(-c2noc(C)c2/C=C/c2cccc([N+](=O)[O-])c2)cc(OC)c1OC | -0.2 | -40 | -14 | 3 | 0 | -3 | 1.6 | 6
CCC(C)NC(=O)C1=C(C)C(=O)OC12CCC(C)CC2 (stereo unspecified) | x | 5 | -12 | 1 | 1 | 0 | 0.0 | 11
C/C=C/c1cnc2c(c1)C(=O)N([C@H](C)CO)C[C@@H](C)[C@@H](CN(C)Cc1ccc(F)cc1)O2 | 3.8 | -3 | 1 | 3 | -9 | 2 | 0.2 | 2
